EPAC1 ag – EPAC1 (human) agonism; hit rate 0.073% among 360,000; O95398; Potency, µM (doses to about 154 µM), without a hit: at the top dose activation, actives largely listed as activators; AID 720707; EPAC1 agonist qHTS, biochemical assay; response scale: 100% = response to 6.5 mM cAMP; further: potency means the concentration at half of the fitted maximal effect; nearly all actives have a fitted effect of over 60% in size
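Fluorescent GDP-exchange assay: 100 nM EPAC1 with 250 nM Rap1B preloaded with BODIPY-GDP and 50 uM GDP; compounds tested as concentration series, 5 min at room temperature, then read every 5 min for 30 min (ex 480/em 540 nm); normalized to 6.5 mM cAMP.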
PI5P4Ka inh – PI5P4K alpha (human) kinase inhibition | P48426 | PI5P4Kalpha enzyme, ADP-Glo luminescence, 60 min; stronger effect = lower value | max response, % | hit rate 1.2% among 330,000 | AID 652105; active means max response of -50% or lower; inconclusive means between -30% and -50%; inactive means -30% or higher; further: value at the top dose of about 77 µM; on the % scale 0 is the no-effect control and ±100 the full control effect
Target sequence (P48426 whole entry, looked up): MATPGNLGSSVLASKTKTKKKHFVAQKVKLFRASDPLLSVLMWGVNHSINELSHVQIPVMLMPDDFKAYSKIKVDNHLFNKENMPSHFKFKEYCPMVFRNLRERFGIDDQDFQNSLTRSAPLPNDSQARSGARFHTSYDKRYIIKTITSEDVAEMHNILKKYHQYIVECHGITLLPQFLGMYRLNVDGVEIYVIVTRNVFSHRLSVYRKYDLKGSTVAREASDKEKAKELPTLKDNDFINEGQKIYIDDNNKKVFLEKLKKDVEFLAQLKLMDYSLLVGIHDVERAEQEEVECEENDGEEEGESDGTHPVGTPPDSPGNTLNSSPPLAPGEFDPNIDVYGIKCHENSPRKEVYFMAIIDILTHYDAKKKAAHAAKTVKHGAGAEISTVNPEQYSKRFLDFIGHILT
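ADP-Glo luminescence end-point read after a 60 min room-temperature kinase reaction of PI5P4Kalpha plus substrate, initiated with ATP at 5 microM final. Buffer: 0.038 M HEPES pH 7.4, EGTA, 0.1% CHAPS, 5% DMSO.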
PLK1 PBD block – blocks phosphopeptide binding to human PLK1 polo-box domain | Plk1 PBD binding of FITC phosphopeptide, fluorescence polarization | P53350 | hit rate 2.8% among 360,000 | AID 720504 | Potency, µM, for the others: max response, negative = inhibition, hits mostly inhibitors; further: potency means the concentration at half of the fitted maximal effect; series mostly up to about 57 µM; on the % scale 0 is the no-effect control and ±100 the full control effect; nearly all actives have a fitted effect of over 65% in size
Target sequence (P53350 whole entry, looked up, the tested form may be a part): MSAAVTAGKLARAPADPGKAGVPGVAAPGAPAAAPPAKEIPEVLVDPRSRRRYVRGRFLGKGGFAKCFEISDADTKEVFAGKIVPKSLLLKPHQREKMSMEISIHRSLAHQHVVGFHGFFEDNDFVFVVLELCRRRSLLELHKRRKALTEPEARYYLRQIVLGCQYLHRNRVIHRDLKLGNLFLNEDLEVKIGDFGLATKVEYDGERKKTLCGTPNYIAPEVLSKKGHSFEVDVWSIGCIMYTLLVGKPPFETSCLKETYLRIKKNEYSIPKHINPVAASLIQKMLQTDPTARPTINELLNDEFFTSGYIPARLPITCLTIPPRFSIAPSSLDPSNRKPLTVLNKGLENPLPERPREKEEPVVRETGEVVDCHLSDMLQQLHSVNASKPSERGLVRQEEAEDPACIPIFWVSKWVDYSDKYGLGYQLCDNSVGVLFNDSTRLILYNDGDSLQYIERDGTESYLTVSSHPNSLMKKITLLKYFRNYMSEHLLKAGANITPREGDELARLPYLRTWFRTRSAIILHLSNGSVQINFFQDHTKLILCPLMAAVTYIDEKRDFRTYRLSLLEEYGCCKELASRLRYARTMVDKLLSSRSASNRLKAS
aSyn rescue – rescues yeast growth from alpha-synuclein toxicity; hit rate 0.14% among 370,000; Yeast expressing alpha-synuclein, growth rescue, BacTiter-Glo, 24 h; AID 652106; Potency, µM (titrated, usually from 46.1 µM), inactives show top-dose growth rescue (activation), actives largely listed as activators; further: potency means the concentration at half of the fitted maximal effect; % of control where 0% means no effect; nearly all actives have a fitted effect of over 65% in size
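Galactose-induced alpha-syn yeast (OD600=0.02, raffinose-pregrown) + pinned cpd, 24 hr, 30 deg C; growth by BacTiter-Glo luminescence. Growth restoration scores as activation.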
FUS suppressor – rescues growth of FUS-expressing yeast; S. cerevisiae FUS-expressing, growth rescue, OD600, 24 h; Potency, µM (top dose mostly 76.6 µM), for the others: top-dose growth rescue (activation), hits mostly activators; hit rate 0.24% among 390,000;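 further: potency means the concentration at half of the fitted maximal effect; plate controls were DMSO vehicle for no effect and reference control for full effect; nearly all actives have a fitted effect of over 55% in size; some results filed as inactive show a strong effect at the top dose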
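Galactose (2%) drives FUS expression in yeast precultured in raffinose; seeding density OD 0.005. Test compounds incubated 24hr at 30C and 99% humidity before absorbance at 600 nm was measured.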
Abeta rescue – restores growth of yeast expressing A-beta42 peptide; yeast expressing A-beta42, growth rescue, OD600, 48 h; response scale: 0% DMSO, 100% iron-clioquinol control; Potency, µM (doses to about 46.1 µM), for inactives: at the highest dose growth rescue, most hits filed as activators; hit rate 0.063% among 410,000; further: potency means the concentration at half of the fitted maximal effect; nearly all actives have a fitted effect of over 55% in size
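Yeast growth medium received pinned compounds, then yeast cells expressing toxic A-beta were added; plates incubated at 30 C for 48 hr. Growth read as absorbance at 600 nm, normalized to DMSO and equimolar FeCl3 plus clioquinol controls.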
EPAC1 antag – blocks human EPAC1 exchange factor; O95398; EPAC1 GEF assay, Rap1b-BODIPY-GDP exchange fluorescence; Potency, µM (top dose mostly 115 µM), without a hit: at the highest dose activity change, negative = inhibition, usual class: inhibitors; hit rate 0.14% among 360,000; AID 720709;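 further: potency means the concentration at half of the fitted maximal effect; plate controls were vehicle for no effect and positive control for full effect; nearly all actives have a fitted effect of over 50% in size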
IL-2 act – activators of IL-2; hit rate 0.065% among 360,000; activation, % (series mostly up to about 46 µM); IL-2 activation reporter assay, cell-based qHTS; stimulated with anti-CD3/CD4/CD28 beads; in transgenic mouse T cells; AID 652025; in the data active means activation above about 50%; inconclusive means mostly about 30% to 49%; further: 0% is about no effect
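Unstimulated transgenic mouse T cells preincubated 60 min with compound, then stimulated with anti-CD3/anti-CD4-coated beads plus anti-CD28 for 18 h at 37 degrees C. IL-2 response read as EGFP and DsRed fluorescence by plate cytometry.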
WRN helicase inh – blocks human WRN helicase; Q14191; WRN helicase unwinding, fluorescent forked duplex, kinetic; Potency, µM (series often up to 114 µM), inactives show at the top dose activity change, negative = inhibition, actives largely listed as inhibitors; hit rate 0.46% among 360,000; AID 651768; further: potency means the concentration at half of the fitted maximal effect; on the % scale 0 is the no-effect control and ±100 the full control effect; nearly all actives have a fitted effect of over 55% in size
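WRN at 20 nM final was preincubated with compound for 15 min at room temperature; reaction started with 100 nM forked duplex oligonucleotide carrying fluorophore and quencher plus 2 mM ATP (final). Unwinding followed kinetically by red fluorescence (ex 525/em 598 nm).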
* = called active by the depositor; ? = inconclusive; nt = no result given; [ ] = remark or other dose. Unless noted, the call rests on the fitted dose curve; in most records, active means well fitted curve in the direction sought with a large enough effect; inconclusive means small, poorly fitted or top-dose-only effect, or another doubt; inactive means no such curve, though single readings can be large; an effect the other way counts as inactive or inconclusive.

Below each compound: EPAC1 ag | PI5P4Ka inh | PLK1 PBD block | aSyn rescue | FUS suppressor | Abeta rescue | EPAC1 antag | IL-2 act | WRN helicase inh
> N#Cc1ccccc1Sc1ccccc1C(=O)N1CCOCC1
    4% | -4 | -3% | -3% | -20% | 5% | 0% | 2.0 | -3%
> CCNCCNC(=O)c1c(O)c2cccc3c2n(c1=O)CCC3
    9% | 0 | -10% | -19% | 7% | -21% | 16% | 1.7 | 1%
> Cc1ccc(C(=O)CSc2nnc3c4ccccc4nc(C(C)(C)C)n23)cc1
    4% | -7 | -19% | -1% | 30% | 4% | -5% | 3.4 | -4%
> COc1cccc(NC(=O)Cc2ccc(C)cc2)c1
    2% | 5 | -3% | -4% | 18% | 2% | 11% | 0.1 | -4%
> CC(=O)C1=C(C)N(Cc2ccccc2)C(=O)N[C@H]1c1cccs1
    -11% | 1 | -5% | 2% | 2% | -16% | 10% | -0.2 | -2%
> CN(CCc1ccccc1)C(=O)c1ccc(NC(=O)Cc2ccc([N+](=O)[O-])cc2)cc1
    12% | 0 | -9% | 1% | 39% | 13% | -6% | -3.5 | -3%
> NS(=O)(=O)c1ccc(CCNC(=O)COC(=O)/C=C/c2ccccc2Cl)cc1
    -4% | -2 | 6% | -1% | 10% | -11% | 7% | -2.7 | -15%
> CC(C)CCNC(=O)C(=O)Nc1cc2c3c(c1)CC(=O)N3CCC2
    -13% | 7 | 0% | 7% | 12% | 6% | -3% | 4.9 | 1%[57.1 µM]
> COc1ccc(-c2[nH]c(-c3cc(OC)c4c(c3)OCO4)nc2-c2ccccc2)cc1
    15% | 2 | 5% | -26% | ? | 5% | -24% | -1.2 | -17%
> COc1ccc(/C=C/C(=O)O)cc1S(=O)(=O)NCC1CCCO1 (stereo unspecified)
    -4% | -4 | -2% | 2% | 3% | 14% | 1% | 0.0 | 2%
> O=C(Cn1cnc2cc([N+](=O)[O-])ccc2c1=O)Nc1ccc2c(c1)CCC2
    3% | 0 | -7% | 2% | 34% | 9% | -8% | 0.0 | -6%
> CC1CCN(C(c2ccc(N(C)C)cc2)c2nnnn2Cc2ccc(F)cc2)CC1 (stereo unspecified)
    3% | 6 | 2% | 0% | -17% | 31% | 3% | 1.0 | -2%
> O=C(O)Cn1ncc2c1-c1ccoc1CC2
    -2% | -10 | -13% | 13% | -24% | -21% | -21% | -2.6 | 3%
> CCCNC(=O)c1c(O)c2cccc3c2n(c1=O)CCC3
    -1% | -1 | -19% | -4% | 7% | -8% | 5% | -2.6 | -5%
> CSc1ccc(Cl)c(C(=O)Nc2ccc(N3CCOCC3)cc2)c1
    -10% | -3 | -12% | -6% | -9% | 4% | 4% | 0.0 | 0%
> CCOP(=O)(OCC)C(Nc1cccc(C(F)(F)F)c1)c1ccc(F)cc1 (stereo unspecified)
    -22% | 12 | 2% | 0% | nt | ? | ? | -1.9 | -7%
> Cc1nc(C(C)N(C)Cc2nc(Cc3ccccc3F)no2)c(C)s1 (stereo unspecified)
    2% | 3 | 0% | 7% | 5% | 28% | -23% | 2.6 | -5%
> COc1ccccc1C(=O)NCCC(=O)N1CCN(C(=O)c2ccco2)CC1
    4% | 7 | -7% | -9% | 16% | -8% | -16% | -4.2 | 2%
> Cc1c(NC(=O)C(c2ccccc2)c2ccccc2)cccc1C(=O)O
    7% | -7 | ? | 0% | 16% | 1% | -11% | -4.6 | -5%
> O=C(O)CCC(=O)Nc1ccc(F)cc1
    11% | -1 | -10% | -2% | 6% | -3% | 0% | 0.8 | -6%
> CNC(=O)C12N=CNN=C1N(C)C(=O)N2C (stereo unspecified)
    8% | 9 | -2% | -2% | -2% | -13% | -27% | -0.4 | -25%
> COc1ccc(OC)c(C2C3=C(CC(C)(C)CC3=O)Nc3nnnn32)c1 (stereo unspecified)
    1% | 6 | -5% | -5% | 1% | -2% | -15% | 0.1 | -7%
> COc1ccc(C2NC(=O)c3sc4nc(C)c(C(C)=O)c(-c5ccc(Cl)cc5)c4c3N2)cc1 (stereo unspecified)
    10% | 9 | -1% | -1% | 19% | 13% | -15% | 0.7 | -4%
> O=C(c1ccc(F)cc1)N1CCCC(c2nc(-c3ccncc3)no2)C1 (stereo unspecified)
    5% | 0 | -2% | 3% | -7% | 6% | -4% | 2.4 | -3%
> O=C(NCCc1ccccc1F)C1CCC(=O)N(CCCN2CCCC2=O)C1 (stereo unspecified)
    -1% | 1 | 2% | 0% | -8% | -2% | -2% | 0.6 | 0%
> CCOC(=O)c1sc(Nc2ccc(F)cc2)nc1C
    -8% | 19 | 8% | 5% | 34% | 7% | -2% | -1.4 | 1%
> CCC1CCCCN1C(=O)CSc1nnc(-c2ccc(Cl)s2)o1 (stereo unspecified)
    12% | -1 | -5% | -10% | -5% | -6% | -2% | 0.2 | 7%
> CCOc1cc(/C=N/NC(=O)CCc2n[nH]c(=O)[nH]c2=O)ccc1O
    -1% | -5 | -7% | 0% | 8% | 0% | -13% | -1.2 | -23%
> CCC(C)NC(=O)C1CCN(S(=O)(=O)c2cccc3cccnc23)CC1 (stereo unspecified)
    11% | -1 | -3% | 0% | 3% | 2% | 3% | 3.8 | 6%
> Cc1nnc(SCCC(C)C)[nH]c1=O
    -9% | -8 | -7% | -2% | 1% | -5% | -8% | -1.8 | 14%
> O=[N+]([O-])c1ccc(-c2cnc(SCc3ccccc3Cl)[nH]2)cc1
    4% | 12 | 4% | -10% | 11% | -81%[inhibitor] | -10% | 1.6 | -9%
> O=C(Cc1ccccc1)Nc1c[nH]c(=O)[nH]c1=O
    0% | -4 | -4% | -3% | 0% | 4% | -1% | 0.5 | 21%
> CCN(c1ccccc1)S(=O)(=O)c1cc(NC(=O)COC(=O)C2CC2)ccc1Cl
    3% | 1 | -6% | 7% | 26% | 19% | -19% | -3.4 | -20%
> Cc1ccccc1N(CC(=O)NCc1ccco1)C(=O)CCC(=O)Nc1nccs1
    -1% | -4 | 1% | 1% | 4% | 5% | 7% | 2.8 | 1%
> CC(C)(C)c1ccc(C(=O)NCCOc2ccccc2F)cc1
    -2% | 6 | 2% | 0% | 11% | 1% | -12% | -2.2 | -3%
> CC(C)(C)OC(=O)NCCCC[C@H](NC(=O)c1nc[nH]c1C(=O)NC1CCN(C(=O)OC(C)(C)C)CC1)C(=O)OC(C)(C)C
    -33%[inhibitor] | 1 | -3% | -9% | 14µM* | 10% | ? | -0.7 | -18%
> Cc1ccc(-n2c(=O)[nH]cc(C(=O)N3CCc4ccccc43)c2=O)cc1C
    -4% | -1 | -4% | 0% | 6% | 4% | -4% | -1.8 | 3%
> O=C1NC[C@H](Cc2ccccc2)N(C[C@H]2CCCN2C[C@H](Cc2ccccc2)N2C[C@H](Cc3ccc(O)cc3)N(CCc3ccccc3)C(=O)C2=O)C1=O
    7% | -9 | -4% | -4% | 14% | 6% | -7% | -0.6 | 0%
> CS(=O)(=O)c1ccc(Cl)c(NC(=O)CCN2C(=O)NC3(CCCC3)C2=O)c1
    6% | 0 | -11% | 22% | 6% | 0% | -5% | 0.1 | 4%
> Cc1ccc(NC(=O)Cc2nnc(SCC(=O)NC3=NCCS3)n2C)cc1
    -3% | -11 | -9% | 0% | 10% | -9% | -15% | 1.7 | -23%

2 of these compounds, reformatted:
canonical_smiles | EPAC1 ag | PI5P4Ka inh | PLK1 PBD block | aSyn rescue | FUS suppressor | Abeta rescue | EPAC1 antag | IL-2 act | WRN helicase inh
O=C1NC[C@H](Cc2ccccc2)N(C[C@H]2CCCN2C[C@H](Cc2ccccc2)N2C[C@H](Cc3ccc(O)cc3)N(CCc3ccccc3)C(=O)C2=O)C1=O | 7% | -9 | -4% | -4% | 14% | 6% | -7% | -0.6 | 0%
COc1ccc(C2NC(=O)c3sc4nc(C)c(C(C)=O)c(-c5ccc(Cl)cc5)c4c3N2)cc1 (stereo unspecified) | 10% | 9 | -1% | -1% | 19% | 13% | -15% | 0.7 | -4%

(list continues)
Below each compound: EPAC1 ag | PI5P4Ka inh | PLK1 PBD block | aSyn rescue | FUS suppressor | Abeta rescue | EPAC1 antag | IL-2 act | WRN helicase inh
> O=C(Cn1cccc1C(=O)c1ccccc1)NCCCN1CCc2ccccc2C1
    -7% | 1 | 2% | 4% | -43% | -6% | 10% | 1.8 | -1%
> CC(NC(=O)C(=O)c1cn(CC(=O)N2CCOCC2)c2ccccc12)c1ccccc1 (stereo unspecified)
    -5% | 0 | 4% | 13% | 12% | -3% | 12% | 0.0 | 4%[57.1 µM]
> Cc1ccc(C)c(NC(=O)C(NCC(C)(C)N2CCOCC2)c2ccccc2)c1 (stereo unspecified)
    -8% | 2 | 3% | 1% | 13% | ? | -3% | -1.1 | 2%
> CC(C)(C)c1ccc(S(=O)(=O)NC(=O)C2(C)CCN2C(=O)CC2CCCC2)cc1 (stereo unspecified)
    -11% | -7 | -2% | 2% | 20% | -18% | -6% | 0.1 | 4%
> CN1CCN(NC(=O)COc2cccc(C(F)(F)F)c2)CC1
    1% | 8 | -20% | -4% | nt | 6% | -6% | -2.2 | 9%
> CC1CCCCN1C(=O)CSc1nc(C2CC2)nc2ccccc12 (stereo unspecified)
    2% | -7 | -13% | 11% | 16% | -16% | 7% | 0.4 | -3%
> CC(NC(=O)CN(c1ccccc1F)S(C)(=O)=O)c1ccccc1 (stereo unspecified)
    3% | -1 | 3% | 6% | 0% | -6% | 2% | -1.3 | 1%
> N/C(COc1ncn(-c2ccccc2)n1)=N\S(=O)(=O)c1ccc(Cl)cc1Cl
    1% | -8 | -15% | -1% | 21% | -24% | -2% | -2.5 | -9%
> COc1ccc(CN(C)C[C@@H]2OCCCC[C@H](C)Oc3ccc(NC(=O)Cc4ccccc4)cc3C(=O)N([C@@H](C)CO)C[C@@H]2C)cc1
    -10% | 6 | -8% | ? | 4% | 5% | 6% | 2.3 | -3%
> CCOc1ccccc1N=c1oc2cc(O)ccc2cc1C(=O)NCC1CCCO1 (stereo unspecified)
    -1% | nt | -1% | -13% | ? | -10% | 1% | -0.6 | -23%

Screening data deposited in PubChem by National Center for Advancing Translational Sciences (NCATS).

Compounds were not picked by outcome; about 4.1% have a hit in one of these screens.
